Screens deposited in PubChem by National Center for Advancing Translational Sciences (NCATS).
CCT modulator – High-Throughput Screening for Modulators of Cytosolic Chaperonin Activity. purified chaperonin ATPase assay, HTRF ADP detection, 30 min. activity change, % (no concentration beside the values), hits read low. hit rate 0.3% among 360,000; in the data active = activity change below about -30%; also: % is scaled to controls: 0 for no effect and ±100 for the full control effect
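We incubate TRiC, 40 or 20 nM final, with library compounds at 76 uM and 10 uM ATP for 30 min at 37 °C. ADP formed is detected with Transcreener HTRF reagents after 30 min at room temperature.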
Mm-Cpn inhibitor – Inhibitors of TCP-1 ring complex (TRiC) of Methanococcus maripaludis (MmCpn): qHTS. Chaperonin Mm-Cpn (Methanococcus maripaludis). Potency, µM (series often up to 76.9 µM), inactives show at the top dose activity, negative = inhibition, usual class: inhibitors. hit rate 0.031% among 330,000. purified Mm-Cpn ATPase, ADP Transcreener TR-FRET; also: potency is read from the fitted curve at half-maximal effect; % is scaled to controls: 0 for no effect and ±100 for the full control effect; nearly all actives have a fitted effect of over 80% in size
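Reaction buffer contained 30 mM Tris pH 7.4, 100 mM KCl, 5 mM MgCl2 and 1 mM DTT. Mm-CPN (25 nM final) hydrolysed 10 uM ATP over 30 min at 37°C; ADP was read by HTRF.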
Nrf2 activator – qHTS of Nrf2 Activators; AREc32 ARE-luciferase reporter (MCF7-derived line), luminescence, 24 h; Potency, µM (series often up to 46.1 µM), for the others: top-dose activation, actives largely listed as activators; hit rate 0.31% among 410,000; AID 624171, 2012; also: potency is read from the fitted curve at half-maximal effect; % of control where 0% means no effect; nearly all actives have a fitted effect of over 65% in size
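ARE activation measured as luciferase luminescence (Steady-Glo, 30 min RT) in AREc32_Fluc cells after 24 hr compound exposure at 37 deg C, 5% CO2; cells seeded overnight at 1000/well in OPTI-MEM, 5% FBS.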
pAkt inh – HTS Assay for Inhibitors of Akt Phophorylation: Primary Screen | hit rate 0.32% among 360,000 | Neuro2A IGF-stimulated pAkt S473 HTRF, 20 min; stronger effect = lower value | AID 651550, 2012 | activity change, % for hits at 50 µM; in the data active = activity change below about -80%; inconclusive = mostly about -51% to -80%; also: % is scaled to controls: 0 for no effect and ±100 for the full control effect
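Neuro2A cells (4,500/well, DMEM with 0.5% FBS) were treated with compound at a single 50 µM final concentration, stimulated with 6 nM IGF for 20 min at 37 °C, and lysed. Phospho-Akt Ser473 was read by HTRF as 665/615 ratio ×10^4.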
EPAC2 agonist – qHTS for Agonist of cAMP-regulated guanine nucleotide exchange factor 4 (EPAC2): primary screen; Rap guanine nucleotide exchange factor 4 (Homo sapiens), Q8WZA2; EPAC2 activation, biochemical qHTS; response scale: 100% = 6.5 mM cAMP response; Potency, µM (highest dose often 154 µM), without a hit: at the highest dose activation, hits mostly activators; hit rate 0.079% among 360,000; also: potency is read from the fitted curve at half-maximal effect; nearly all actives have a fitted effect of over 50% in size
Target sequence (Q8WZA2 whole entry, looked up): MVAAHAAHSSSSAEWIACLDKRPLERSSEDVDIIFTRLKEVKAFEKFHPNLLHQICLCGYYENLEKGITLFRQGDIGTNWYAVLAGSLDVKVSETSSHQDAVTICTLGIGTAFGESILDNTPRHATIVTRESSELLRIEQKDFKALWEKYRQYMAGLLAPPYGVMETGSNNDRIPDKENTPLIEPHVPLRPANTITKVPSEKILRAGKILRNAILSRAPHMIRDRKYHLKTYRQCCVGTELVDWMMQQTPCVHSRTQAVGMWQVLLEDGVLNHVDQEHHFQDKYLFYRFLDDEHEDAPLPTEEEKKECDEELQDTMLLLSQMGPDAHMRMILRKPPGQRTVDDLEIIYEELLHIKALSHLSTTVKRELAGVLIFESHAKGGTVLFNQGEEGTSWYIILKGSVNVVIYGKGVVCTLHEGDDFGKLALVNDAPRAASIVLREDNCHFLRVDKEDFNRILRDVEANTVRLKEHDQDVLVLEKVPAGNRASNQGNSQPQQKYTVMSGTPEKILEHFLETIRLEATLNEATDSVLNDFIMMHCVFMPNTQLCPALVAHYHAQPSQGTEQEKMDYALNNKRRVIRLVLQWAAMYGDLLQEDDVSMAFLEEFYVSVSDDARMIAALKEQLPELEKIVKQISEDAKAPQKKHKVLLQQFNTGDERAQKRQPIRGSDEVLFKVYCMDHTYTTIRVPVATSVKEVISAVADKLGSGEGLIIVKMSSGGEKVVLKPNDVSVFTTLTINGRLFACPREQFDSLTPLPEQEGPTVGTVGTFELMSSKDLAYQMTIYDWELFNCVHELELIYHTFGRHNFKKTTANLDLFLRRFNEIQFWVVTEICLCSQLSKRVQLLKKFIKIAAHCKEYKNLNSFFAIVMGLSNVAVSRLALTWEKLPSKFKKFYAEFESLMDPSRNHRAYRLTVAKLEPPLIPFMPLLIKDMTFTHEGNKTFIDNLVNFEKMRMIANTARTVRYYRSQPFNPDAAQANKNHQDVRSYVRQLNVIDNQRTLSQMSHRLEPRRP
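Fluorescence exchange assay: 100 nM EPAC2 with 250 nM RAP1B-BODIPY-GDP and 50 uM GDP; compounds tested as a concentration-titration series (qHTS). Loss of Rap1-bound BODIPY-GDP fluorescence read at 480/540 nm; data normalized to 6.5 mM cAMP.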
EPAC2 antag – qHTS for Antagonist of cAMP-regulated guanine nucleotide exchange factor 2 (EPAC2): primary screen | AID 720708, 2013 | Potency, µM (doses to about 114 µM), for the others: top-dose activity, negative = inhibition, most hits filed as inhibitors | EPAC2 GEF exchange of Rap1B-BODIPY-GDP, fluorescence | Rap guanine nucleotide exchange factor 4 (Homo sapiens), Q8WZA2 | hit rate 0.18% among 360,000; also: potency is read from the fitted curve at half-maximal effect; % is scaled to controls: 0 for no effect and ±100 for the full control effect; nearly all actives have a fitted effect of over 45% in size; many of its hits are not listed in these tables
TGFb inhibitor – qHTS for Inhibitors of TGF-b. HepG2 CAGA-GFP TGF-b/SMAD3 reporter, GFP fluorescence, 18 h; TGF-beta stimulated, 500 pg/mL final. Potency, µM (series often up to 46.1 µM), inactives show top-dose activity, negative = inhibition, usual class: inhibitors. hit rate 1.2% among 410,000. AID 588855, 2011; also: potency is read from the fitted curve at half-maximal effect; % is scaled to controls: 0 for no effect and ±100 for the full control effect; nearly all actives have a fitted effect of over 65% in size
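HEPG2 CAGA-GFP, 1000 cells/well; 2 h settle, 37 C; cpd via pin tool; TGF-b 500 pg/mL final; 18 h, 37 C; GFP imaging ex488/em500-530; %Activity normalised to -TGF-b and +DMSO controls; CRC fit, curve class.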
A549 tox – Nrf2 qHTS screen for inhibitors: counterscreen for cytotoxicity; A549 ARE-Fluc cells, CellTiter-Fluor viability, 18-24 h; Potency, µM (doses to about 46 µM), without a hit: at the highest dose activity change, negative = cytotoxicity, actives largely listed as inhibitors; hit rate 0.16% among 390,000; also: potency is read from the fitted curve at half-maximal effect; % is scaled to controls: 0 for no effect and ±100 for the full control effect
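A549 ARE-Fluc cells in 5% FBS OPTI-MEM, 5000 cells/well, rested 2 h then exposed to compounds in concentration-response for 18-24 h at 37 °C. Viability by CellTiter-Fluor fluorescence (Ex 405/Em 525) after 30 min; luciferase luminescence (BugLite, 15 min, RT) read afterwards.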
Nrf2 inh – Nrf2 qHTS screen for inhibitors | A549 ARE-Fluc reporter, luciferase luminescence, 18-24 h | Potency, µM (top dose mostly 46 µM), inactives show top-dose activity change, negative = inhibition, actives largely listed as inhibitors | hit rate 2.1% among 360,000 | AID 504444, 2011; also: potency is read from the fitted curve at half-maximal effect; % is scaled to controls: 0 for no effect and ±100 for the full control effect; nearly all actives have a fitted effect of over 60% in size
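Cells were seeded and rested 2 h, then exposed to compounds for 18-24 h. CellTiter-Fluor was read first as a viability measure. BugLite was added 15 min before the final luminescent read of ARE-luciferase activity in A549 cells.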
An asterisk follows results filed as active; i = inactive; ? = inconclusive; . = no result given; [ ] = remark or other dose. Unless noted, calls follow the shape of the dose curve; as a rule, active = well fitted curve in the direction sought with a large enough effect; inconclusive = small, poorly fitted or top-dose-only effect, or another doubt; inactive = no such curve, though single readings can be large; an effect the other way counts as inactive or inconclusive. A portion of the library; rates above refer to the full screens.

nr	structure	TGFb inhibitor	Nrf2 inh	Mm-Cpn inhibitor	Nrf2 activator	EPAC2 agonist	pAkt inh	CCT modulator	EPAC2 antag	A549 tox
1	Cc1cc(-c2nnc(SCC(=O)NC3CC3)n2C(C)C)cs1	2.7%	4.7%	2.5%	-0.4%	4.1%	i	-2.7	21.7%	-1.0%
2	O=C1NC(=S)NC1(c1ccccc1)c1ccccc1	-2.5%	-0.5%	.	1.2%	10.2%	i	-2.3	4.5%	-1.5%
3	COc1ccc(CCNC(=O)C2=CCN(S(=O)(=O)c3ccc(F)cc3)CC2)cc1OC	-1.8%	-12.2%	-0.7%	-0.1%	8.5%	i	-2.2	0.4%	11.7%
4	Cc1cc(C)cc(-n2ccnc2SCC(=O)Nc2ccc3c(c2)OCCO3)c1	-4.4%	-14.3%	-2.0%	-0.3%	29.4%	i	-1.4	-13.7%	-5.3%
5	CCN(CC)S(=O)(=O)c1cc(NC(=O)c2cc([N+](=O)[O-])ccc2N2CCOCC2)ccc1C	0.0%	-27.4%	0.9%	2.4%	16.5%	i	3.5	8.4%	-19.0%
6	O=C(NCCCN1CCOCC1)c1cc(-c2ccc(F)cc2)on1	-13.0%	.	-0.8%	7.7%	-6.5%	i	-2.1	-2.1%	16.1%
7	CSc1nccc(NC(=O)c2cccc(Br)c2)n1	-20.9%	?	0.4%	?	9.5%	i	-0.5	-7.1%	9.2%
8	CCc1ccc(C(=O)c2ccccc2C(=O)O)s1	-0.4%	-1.7%	-6.5%	0.5%	-2.4%	i	-1.6	7.0%	-2.1%
9	Cc1ccc2nc(COc3ccc(Cl)cc3)cc(=O)n2c1	-21.6%	16.1%	-0.6%	0.6%	4.8%	i	0.4	6.3%	-0.7%
10	CC(=O)c1ccc(S(=O)(=O)N(C)CC(=O)NCC2CCCCC2)cc1	-13.7%	-11.0%	-3.6%	0.3%	7.3%	i	0.2	-22.4%	3.6%
11	O=C(NCC1CC1)c1ccc2c3n(nc2c1)-c1ccccc1CO3	-5.8%	?	-2.0%	3.5%	2.9%	i	-0.1	6.7%	2.8%
12	CC(C)Oc1ccc(C(=O)NCCCNC(=O)c2cccnc2)cc1	-0.5%	5.6%	0.6%	-0.1%	7.1%	i	-5.0	2.7%	11.7%
13	O=S(=O)(Nc1cccnc1)c1cccc(C(F)(F)F)c1	-7.9%	6.5%	-1.2%	-1.0%	-0.3%	i	0.2	-0.9%	0.0%[1.84 µM]
14	Cn1c(SC/C=C/c2ccccc2)nnc1-c1ccco1	-3.9%	3.6%	-2.8%	5.4%	-22.7%	i	-2.7	7.9%	-4.1%
15	Cc1ccc(CNC(=O)C23CN(Cc4ccccc4)CC2C(c2ccc([N+](=O)[O-])cc2)=NO3)o1 (configuration not stated)	-12.5%	?	1.0%	2.1%	13.8%	i	-0.9	-13.5%	-0.5%
16	O=C1OCCC1Sc1nc2cc(Cl)ccc2n1Cc1ccccc1 (configuration not stated)	0.0%	.	-0.3%	-0.9%	18.1%	i	1.8	-4.4%	-5.9%
17	CCCOc1ccc(-c2nnc(-c3ccncc3)o2)cc1	-5.2%	?	-9.6%	1.9%	7.2%	i	3.0	19.1%	.
18	CC(CC(=O)N(C)C1CCCCC1)S(=O)(=O)c1ccc2c(c1)NC(=O)CO2 (configuration not stated)	10.4%	-18.3%	-1.0%	0.6%	-10.1%	i	-1.6	6.6%	-12.4%
19	O=C(Nc1ccc(OC(F)(F)F)cc1)c1ccccc1-n1cnnn1	0.4%	9.0%	2.4%	-1.2%	9.2%	i	0.4	-8.9%	-2.9%
20	CC1(c2ccccc2Br)NC(=O)N(CC(=O)NC2CCCCC2)C1=O (configuration not stated)	11.9%	2.9%	-0.2%	0.5%	5.5%	i	-1.2	-8.6%	4.6%
21	CCN(CC)CP(=O)(c1ccccc1)c1ccccc1	2.7%	.	0.0%	2.9%	-17.1%	i	1.0	16.4%	-1.1%
22	N#Cc1ccc(C23OCCN2CCn2c3c3ccccc3[n+]2[O-])cc1 (configuration not stated)	?	-2.8%	1.0%	4.5%	2.1%	i	0.3	5.6%	-16.5%
23	COc1ccc(Cl)cc1S(=O)(=O)N(C)CC(=O)N1CCCC1	0.7%	4.7%	1.6%	1.1%	8.4%	i	0.7	12.3%	3.5%
24	COc1ccccc1OCc1ccc(C(=O)Nc2ccccc2)cc1	-6.8%	5.8%	-5.6%	-0.9%	-4.8%	i	-0.3	-7.6%	-3.6%
25	CC(=O)NC(Cc1ccc(C)cc1)C(=O)NC1CCN(S(=O)(=O)c2ccccc2)CC1 (configuration not stated)	2.8%	4.0%	-2.3%	-0.2%	-3.8%	i	0.2	-4.5%	-0.7%
26	Cc1oc(-c2cccc(Br)c2)nc1Cn1c(SCc2cccc(F)c2)nc2cccnc21	?	13µM*	.	-0.3%	.	.	.	.	-24.8%
27	Cc1ccc(-n2[nH]c(C)c(CCC#N)c2=O)cc1	22.3%	-1.6%	0.2%	-1.6%	1.2%	i	-0.3	5.9%	1.6%
28	COc1ccc(OC)c(NC(=O)c2cccc(Cn3cc(Br)c([N+](=O)[O-])n3)c2)c1	-3.7%	?	-7.0%	3.0%	24.5%	i	-1.1	-0.4%	5.4%
29	O=C(NNC(=O)c1cccnc1SCc1cccc([N+](=O)[O-])c1)c1cccnc1	-0.8%	-5.5%	2.8%	-0.1%	11.0%	i	0.7	18.2%	1.5%
30	COC(CNC(=O)c1ccc2nc3ccccc3c(=O)n2c1)OC	7.7%	19.8%	-0.5%	-0.1%	0.0%	i	-0.8	-0.6%	-4.0%
31	COc1ccc(-c2nnc(SCCOc3ccccc3C)o2)cc1OC	-0.3%	4.8%	.	0.0%	.	.	.	.	-1.5%
32	CN(C)c1ccc2c(=O)[nH][nH]c(=O)c2c1	-11.6%	-2.1%	-3.1%	0.4%	2.9%	i	-0.9	-3.7%	2.8%
33	COc1ccc(NC(=O)CSc2oc(-c3ccc(C)cc3)nc2S(=O)(=O)c2ccc(C)cc2)c(OC)c1	1.8%	-25.8%[9.27 µM]	.	0.0%	.	.	.	.	-1.1%
34	COCC(C)NS(=O)(=O)c1ccc(NC(=O)C(Cc2ccccc2)NC(N)=O)cc1 (configuration not stated)	3.8%	3.4%	0.5%	-0.8%	0.2%	i	3.0	9.9%	3.9%
35	Cc1cccn2c(=O)nc(SCC(=O)NCc3ccc4c(c3)OCO4)nc12	-13.5%	5.3%	-2.0%	-0.2%	1.8%	i	2.2	-0.5%	0.9%
36	Cc1ccc(C2=NC(c3ccc(F)cc3)=Nc3ccc(C)cc3N2)cc1	19.4%	?	.	3.8%	.	.	.	.	6.3%
37	COc1cccc(OC)c1OC(=O)c1cnccn1	3.6%	5.2%	0.2%	-0.4%	3.7%	i	-5.3	-1.4%	2.9%
38	CCOCc1nnc(NC(C)=O)s1	0.0%	8.7%	-0.6%	-0.8%	7.0%	i	-1.8	-2.3%	9.3%
39	CCc1ccc(C(=O)OCC(=O)NCCNC(=O)COC(=O)c2ccc(CC)cc2)cc1	19.5%	12.0%	-0.6%	-0.4%	11.4%	i	-1.1	-1.7%	1.0%
40	CC(/C=N/NC(=O)c1ccco1)=C\c1ccccc1	25.5%	?	3.0%	-0.2%	4.5%	i	-1.6	5.3%	-0.4%
41	Cc1ccc(C)n1-c1cc([N+](=O)[O-])ccc1-n1ccnc1	-18.3%	-20.8%	-0.5%	4.7%	-3.0%	i	0.2	-12.9%	-8.4%
42	Cc1cc(NC(=O)CSc2nnc(Cn3c(=O)sc4ccccc43)n2-c2ccccc2C)no1	3.0%	-11.2%	2.2%	-1.9%	1.5%	i	1.6	-9.1%	9.2%
43	COc1ccc(Br)c(C(=O)OCC(=O)NC2CCCCCCC2)c1	?	.	.	-0.1%	12.9%	i	-0.7	-11.0%	.
44	O=C(C1=C(O)C(=O)N(CCN2CCOCC2)C1c1ccc([N+](=O)[O-])cc1)c1cccs1 (configuration not stated)	0.0%	-3.2%	-1.0%	0.6%	12.1%	i	0.3	28.1%	0.7%
45	CCOC(=O)CCCCC(=O)c1[nH]c(=O)[nH]c1CN1CCOCC1	-0.3%	-13.2%	-1.1%	0.1%	3.5%	i	-2.9	3.0%	2.9%
46	CC(C)(C)c1ccc(C(=O)NCC(=O)OCC(=O)Nc2ccc3c(c2)OCCO3)cc1	-10.3%	10.8%	2.1%	0.2%	4.0%	i	-2.5	-5.3%[57.1 µM]	3.5%
47	O=C(O)C1CCCCC1C(=O)Nc1ccc(F)c(F)c1 (configuration not stated)	2.0%	18.4%	1.8%	-0.1%	-14.0%	i	-1.3	-1.9%	2.0%
48	O=C(Nc1nnc([C@H]2C[C@H](O)[C@@H](CO)O2)s1)Nc1ccccc1Oc1ccccc1	5.7%	.	.	4.6%	2.4%	i	0.2	4.7%	.
49	Cc1ccoc1C(=O)NCCNc1ccc(Cl)cc1[N+](=O)[O-]	2.0%	2.7%	-1.2%	0.7%	-5.8%	i	-0.4	-16.9%	-1.9%
50	CCOc1ccc(CCN2C(=O)C(=O)N([C@@H](Cc3ccccc3)CN3CCC[C@H]3CN3C(=O)C(=O)NC[C@@H]3Cc3ccccc3)C[C@@H]2Cc2ccc(O)cc2)cc1	.	.	.	0.1%	6.2%	i	-0.6	5.5%	.
